CD40 NFkB inh: inhibitors of CD40-induced NF-kB signaling, primary screen, BL2 cells, luciferase reporter, single point. inhibition, % at 10 µM. AID 1053188, 2014. 83,000 tested, 0.94% active. CD40L-induced, 4 h;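 active = mean inhibition of at least 50% with a set share of replicates also reaching that level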;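 note: 0% = neutral control wells and 100% = IKK inhibitor VII at 50 µM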
The depositor's hits bear a star; & = joins results of further samples; [ ] = remark or other dose.

> CCc1cnc(N2[C@H](C#N)[C@@H](c3ccc(C4=CCCCC4)cc3)[C@H]2CO)s1
  CD40 NFkB inh: -1[25 µM]
> COc1ccc(/C=C/C(=O)OCC(=O)NC2CCCCCCC2)cc1
  CD40 NFkB inh: 12
> O=C(Nc1cccc2ccccc12)c1onc2c1CCCC2
  CD40 NFkB inh: -88
> COc1ccc2c3c([nH]c2c1)[C@@H](CO)N(C)CC31CCN(C(=O)c2ccccc2F)CC1
  CD40 NFkB inh: 5[25 µM]
> COc1cccc(-c2ccc3c(c2)[C@H]2[C@H](CCN2C(=O)c2ccc(F)cc2)[C@@H](CO)N3)c1
  CD40 NFkB inh: -15[25 µM]
> CC1CC(C)C(=NNC(N)=O)C(C(O)CC2CCC(=O)NC2=O)C1 (stereo not drawn)
  CD40 NFkB inh: 56*
> CCN(c1ccccc1)S(=O)(=O)c1ccc(OCC(=O)Nc2cc(C)on2)cc1
  CD40 NFkB inh: 7
> CCn1c(SCC(=O)Nc2cccc(OC)c2)nc2c(c1=O)SCC2
  CD40 NFkB inh: 18
> O=C(COC(=O)c1ccncc1)c1ccc(Br)cc1
  CD40 NFkB inh: 0
> COc1ccc2c3c(n(C)c2c1)[C@H](CO)NCC31CN(Cc2ccc(-c3ccccn3)cc2)C1
  CD40 NFkB inh: -17[25 µM]

> N#C[C@@H]1[C@@H](c2ccccc2)[C@@H](CO)N1C(=O)Cc1ccccn1
  CD40 NFkB inh: 1
> O=C(O)CCCNS(=O)(=O)/C=C/c1ccccc1
  CD40 NFkB inh: 1
> CCN(CC)CCOC(=O)c1ccc(Cl)cc1Cl
  CD40 NFkB inh: 2
> CCn1nnnc1-c1ccc(OC)c(S(=O)(=O)N2CCCCC2)c1
  CD40 NFkB inh: -2
> O=C(O)Cn1c(Cc2ccccc2)nc2ccccc21
  CD40 NFkB inh: 2
> O=C(c1cnccn1)N1CC[C@@H]2[C@H]1c1cc(-c3ccccc3F)ccc1N[C@@H]2CO
  CD40 NFkB inh: -45[25 µM]
> CCc1ccc(OCC(=O)N(C)C2CCS(=O)(=O)C2)cc1 (stereo not drawn)
  CD40 NFkB inh: -13
> Cc1c(C(=O)NCc2ccco2)sc2nc(-c3ccccc3)cn12
  CD40 NFkB inh: -107
> Cc1cc(C(F)(F)F)n(-c2nc(C(=O)NNS(=O)(=O)c3ccccc3)cs2)n1
  CD40 NFkB inh: 3
> CN(C)C(=O)c1cccc(-c2ccc([C@@H]3[C@@H](C#N)N(C(=O)C4CCC4)[C@H]3CO)cc2)c1
  CD40 NFkB inh: -6

> COc1ccccc1C(=O)NCCc1c(C)[nH]c2c(C)ccc(F)c12
  CD40 NFkB inh: 11
> Cc1cc(C)nc(SC2=CS(=O)(=O)c3ccccc32)n1
  CD40 NFkB inh: 2
> CN1c2ccc(-c3ccc(F)cc3)cc2[C@@H]2[C@@H](CCN2C(=O)Cc2cccnc2)[C@H]1CO
  CD40 NFkB inh: 7[25 µM]
> O=S(=O)(c1ccccc1F)N1C[C@@H]2N[C@H](C1)C2c1ccc(-c2cncnc2)cc1 (stereo partly drawn)
  CD40 NFkB inh: 8[25 µM]
> Cn1c(=O)n(C)c2cc([N+](=O)[O-])c(N3CCN(CCO)CC3)cc21
  CD40 NFkB inh: 8
> Cc1nc(NC(=O)/C=C/c2ccccc2)sc1C(=O)N1CCCCC1
  CD40 NFkB inh: -7
> C[C@H](NC(=O)C[C@H]1C[C@H]2c3cc(NS(=O)(=O)c4ccc(F)cc4)ccc3O[C@H]2[C@@H](CO)O1)c1ccccc1
  CD40 NFkB inh: 3[25 µM]
> Cc1c(CCOC(=O)CC23CC4CC(CC(C)(C4)C2)C3)sc[n+]1CC(=O)c1ccccc1
  CD40 NFkB inh: 70*
> O=C1CCc2cc(NS(=O)(=O)c3ccc(F)cc3)cc3c2N1CC3
  CD40 NFkB inh: 11
> CCCCCCNC1=NCCS1
  CD40 NFkB inh: 10

> Cc1ccc(S(=O)(=O)N2CCOCC2)cc1NC(=O)Cn1nc(C)c([N+](=O)[O-])c1C
  CD40 NFkB inh: 8
> CS(=O)(=O)NCCCc1ccccc1
  CD40 NFkB inh: 0
> O=C(NC1CCOc2ccccc21)c1ccc(=O)[nH]c1 (stereo not drawn)
  CD40 NFkB inh: 13
> O=C(C1CC(=O)N(c2ccc3c(c2)OCCO3)C1)N1CCN(Cc2ccccc2)CC1 (stereo not drawn)
  CD40 NFkB inh: 1
> Cn1nc([N+](=O)[O-])nc1Oc1ccccc1C(=O)N1CCOCC1
  CD40 NFkB inh: 12
> CCCN1C[C@H](C)[C@H](OC)CN(C)C(=O)c2cc(NC(=O)C3CCC3)ccc2OC[C@@H]1C
  CD40 NFkB inh: 5[25 µM]
> CC(=O)N(C[C@H]1N[C@H](CO)[C@H]1c1ccc(-c2ccccc2)cc1)C(C)C
  CD40 NFkB inh: 0[25 µM]
> CN(C(=S)NC(=O)c1ccccc1Br)C1CCCCC1
  CD40 NFkB inh: -5
> CCC(=O)N1[C@@H]2Cn3c(cccc3=O)[C@H]1[C@@H](C(=O)NCc1ccccc1)[C@@H]2CO
  CD40 NFkB inh: 2[25 µM]
> O=C(CN1C(=O)NC2NC(=O)NC21)N/N=C/c1ccc(F)cc1 (stereo not drawn)
  CD40 NFkB inh: 1

> Cc1ccccc1NC(=O)Cc1nc(-c2c[nH]c(C(=O)N3CCCC3)c2)cs1
  CD40 NFkB inh: 10
> COc1cc2c(cc1OC)CC(=O)N(C)CC2
  CD40 NFkB inh: 5
> CCCC#Cc1ccc([C@H]2[C@@H](CO)N3CCCCN(S(=O)(=O)Cc4ccccc4)C[C@@H]23)cc1
  CD40 NFkB inh: -2[25 µM]
> CC(=O)NCc1cc(-c2ccc(Cl)cc2)no1
  CD40 NFkB inh: -4
> CC(=O)N(C)C[C@@H]1Oc2ccc(N(C)C)cc2C(=O)N(C)C[C@@H]1C
  CD40 NFkB inh: 0
> O=C(CSc1ccccn1)Nc1ccc2[nH]c(=O)[nH]c2c1
  CD40 NFkB inh: 4
> COc1ccc(/C=C/C(=O)N2CCNC(=O)C2)c(OC)c1
  CD40 NFkB inh: -8
> O=S(=O)(c1ccccc1)c1nc(-c2ccccc2Cl)oc1NCCCN1CCOCC1
  CD40 NFkB inh: -2
> COc1ccc(C(C)=O)cc1COC(=O)c1cc(C)oc1C
  CD40 NFkB inh: 2
> CC(=O)c1ccc(OCCCC(=O)Nc2ccc(C)c(S(=O)(=O)N3CCOCC3)c2)cc1
  CD40 NFkB inh: 11

> O=C(NCc1ccc2c(c1)OCO2)C1CCN(S(=O)(=O)c2ccc(F)cc2)CC1
  CD40 NFkB inh: 10
> COc1cccc(OC)c1OCCNCCO
  CD40 NFkB inh: 3
> Cc1ccc(S(=O)(=O)N2CCN(c3ncnc4sccc34)CC2)cc1
  CD40 NFkB inh: -1
> Cc1nc(COc2ccccc2Cl)sc1-c1ccnc(N)n1
  CD40 NFkB inh: -17
> COCCN1CCC(CNCc2c(C(=O)N3CCCCC3)nc3c(C)cccn23)C1 (stereo not drawn)
  CD40 NFkB inh: 3
> CC(CC(=O)O)CC(=O)Nc1nncs1 (stereo not drawn)
  CD40 NFkB inh: -1
> CCOc1ccc(C(=O)NCC(=O)NCC(c2ccc(OC)cc2)N2CCOCC2)cc1OCC (stereo not drawn)
  CD40 NFkB inh: -23
> CCOc1ccc(C(C)NC(=O)CN2C(=O)NC3(CCCCC3)C2=O)cc1OCC (stereo not drawn)
  CD40 NFkB inh: 0
> O=C(OCC(=O)N1CCC(Cc2ccccc2)CC1)c1cncc(Br)c1
  CD40 NFkB inh: 5
> COC(=O)Nc1sccc1C(=O)Nc1sccc1C(=O)OC
  CD40 NFkB inh: 11&6

> CN1CCN(C(=O)C[C@H]2CC[C@H]3[C@@H](COc4ccc(NC(=O)C5CCC5)cc4C(=O)N3C)O2)CC1
  CD40 NFkB inh: -4
> Cc1ccc(Cn2cnc3c(cnn3-c3ccc(F)cc3)c2=O)cc1
  CD40 NFkB inh: 1
> CCc1ccc(NC(=O)c2ccccc2NC(=O)C2CCCO2)cc1 (stereo not drawn)
  CD40 NFkB inh: -68
> O=S(=O)(c1ccccc1)N1CCN(S(=O)(=O)N2CCCCCC2)CC1
  CD40 NFkB inh: 2
> O=C(c1cccc2c1C(=O)N(Cc1cccnc1)C2)N1CCN(c2ccccc2)CC1
  CD40 NFkB inh: 2
> O=C(COC(=O)/C=C/c1ccc(Cl)cc1)NCc1cccs1
  CD40 NFkB inh: 1
> O=C(COC(=O)Cc1ccc([N+](=O)[O-])cc1)NC1CCCCCC1
  CD40 NFkB inh: 3
> COc1ccc(C=O)cc1Cn1ccnc1C
  CD40 NFkB inh: -1
> COc1ccccc1-c1nnc(NC(=O)c2ccc3c(c2)OCO3)s1
  CD40 NFkB inh: -1
> COc1cccc(NC(=O)COc2nc3ccccc3nc2C)c1
  CD40 NFkB inh: 12

> Cc1nc2c(C)cccn2c(=O)c1NC(=O)c1ccco1
  CD40 NFkB inh: 14
> CN(C(=O)COC(=O)c1cccc(Cl)c1)C1CCS(=O)(=O)C1 (stereo not drawn)
  CD40 NFkB inh: -5
> O=C(N/N=C/c1c(Cl)[nH]c2ccccc12)c1ccc2c(c1)OCCO2
  CD40 NFkB inh: -59
> O=C1CCCCn2nncc2COC[C@@H](Cc2ccccc2)N1
  CD40 NFkB inh: 1[25 µM]
> O=C(Cn1[nH]c(=O)c2ccccc2c1=O)OCC(=O)c1ccccc1Cl
  CD40 NFkB inh: -5
> CC(C)Oc1cccc(-n2c(CCc3c[nH]c4ccc(Br)cc34)nc3ccccc3c2=O)c1
  CD40 NFkB inh: -6[25 µM]
> CN1C(=O)c2cc(NC(=O)C3CCC3)ccc2OC[C@@H]2O[C@H](CC(=O)NCCc3ccncc3)CC[C@H]21
  CD40 NFkB inh: -3
> CN1c2ccc(Br)cc2[C@@H]2[C@@H](CCN2C(=O)C2CC2)[C@H]1CO
  CD40 NFkB inh: -46
> C/C=C/c1ccc2c(c1)O[C@@H](CN(C)C(=O)Nc1ccc(OC)cc1)[C@@H](C)CN([C@@H](C)CO)S2(=O)=O
  CD40 NFkB inh: -18[25 µM]
> CC(C)NC(=O)N(C)C[C@@H]1Oc2ccccc2C(=O)N(C)C[C@@H]1C
  CD40 NFkB inh: -4

> CN(C)C(=O)c1cccc(-c2cnc3c(NC=O)cc(-c4ccccc4Cl)cn23)c1
  CD40 NFkB inh: -85
> Cc1nc(C)c(C(=O)Nc2ncc([N+](=O)[O-])s2)o1
  CD40 NFkB inh: 69*
> O=C(NCC1COc2ccccc2O1)c1cccc(S(=O)(=O)NCc2ccccc2)c1 (stereo not drawn)
  CD40 NFkB inh: 15
> CC(=O)c1ccc(OCc2ccc(Oc3c(Cl)cccc3[N+](=O)[O-])cc2)cc1
  CD40 NFkB inh: -8
> N#C[C@@H]1[C@@H](c2ccccc2C2=CCCCC2)[C@H](CO)N1S(=O)(=O)c1cccc(F)c1
  CD40 NFkB inh: 12
> c1ccc2c(c1)Sc1ccccc1-n1cnnc1-2
  CD40 NFkB inh: 1
> COc1ccc2c3c([nH]c2c1)[C@@H](CO)N(C(C)=O)CC31CCN(Cc2cc(-c3ccccc3)on2)CC1
  CD40 NFkB inh: 1[25 µM]
> NC(=O)C1CCN(C(=O)COc2ccc(Nc3ccccc3)cc2)CC1
  CD40 NFkB inh: 1
> CC1CCCC(C)N1C(=O)CN1C(=O)NC2(CCOc3ccccc32)C1=O (stereo not drawn)
  CD40 NFkB inh: -6
> C[C@@H]1CN([C@H](C)CO)C(=O)c2c(c3ccccc3n2C)-c2ccccc2CO[C@H]1CN(C)C(=O)Nc1cccc(C(F)(F)F)c1
  CD40 NFkB inh: 38[25 µM]

> O=C(c1ccco1)N1c2ccccc2Sc2ccccc21
  CD40 NFkB inh: 7
> CCCNC(=O)Nc1ccc2c(c1)C(=O)N(C)C[C@@H](OC)[C@@H](C)CN(C)[C@H](C)CO2
  CD40 NFkB inh: 5[25 µM]
> CC[N+](C)(CC)CC(=O)Nc1c(C)cccc1C
  CD40 NFkB inh: -3[25 µM]
> CN1c2ccc(-c3ccccc3F)cc2[C@@H]2[C@@H](CCN2C(=O)NC2CCCCC2)[C@H]1CO
  CD40 NFkB inh: -33
> O=C(C[C@@H]1C[C@@H]2c3cc(NC(=O)C4CCC4)ccc3O[C@@H]2[C@@H](CO)O1)NC1CCCC1
  CD40 NFkB inh: -3[25 µM]
> Nc1nnn(CC(=O)N/N=C/c2cccc(Cl)c2)n1
  CD40 NFkB inh: 1
> CCCCc1nnc(NC(=O)c2ccc(N3CCCC3=O)cc2)s1
  CD40 NFkB inh: -1
> Cc1ccc2oc(=O)n(CC(=O)OC(C)C)c2c1
  CD40 NFkB inh: 7
> N#CCCNC(=O)CCN1CCCCC1
  CD40 NFkB inh: 8

Compounds shown so far that have a Cl atom:
> CCN(CC)CCOC(=O)c1ccc(Cl)cc1Cl
  CD40 NFkB inh: 2
> CC(=O)NCc1cc(-c2ccc(Cl)cc2)no1
  CD40 NFkB inh: -4
> O=S(=O)(c1ccccc1)c1nc(-c2ccccc2Cl)oc1NCCCN1CCOCC1
  CD40 NFkB inh: -2
> Cc1nc(COc2ccccc2Cl)sc1-c1ccnc(N)n1
  CD40 NFkB inh: -17
> O=C(COC(=O)/C=C/c1ccc(Cl)cc1)NCc1cccs1
  CD40 NFkB inh: 1
> CN(C(=O)COC(=O)c1cccc(Cl)c1)C1CCS(=O)(=O)C1 (stereo not drawn)
  CD40 NFkB inh: -5
> O=C(N/N=C/c1c(Cl)[nH]c2ccccc12)c1ccc2c(c1)OCCO2
  CD40 NFkB inh: -59
> O=C(Cn1[nH]c(=O)c2ccccc2c1=O)OCC(=O)c1ccccc1Cl
  CD40 NFkB inh: -5
> CN(C)C(=O)c1cccc(-c2cnc3c(NC=O)cc(-c4ccccc4Cl)cn23)c1
  CD40 NFkB inh: -85
> CC(=O)c1ccc(OCc2ccc(Oc3c(Cl)cccc3[N+](=O)[O-])cc2)cc1
  CD40 NFkB inh: -8
> Nc1nnn(CC(=O)N/N=C/c2cccc(Cl)c2)n1
  CD40 NFkB inh: 1

Screening results: PubChem BioAssay, Broad Institute

Some of the compounds tested; the hit share may differ from the screen's.
